BAZ2B inh = qHTS Assay for Inhibitors of BAZ2B; AlphaScreen BAZ2B-H3K14Ac peptide displacement; Potency, µM (top dose mostly 114 µM), for the others: at the top dose activity change, negative = inhibition, actives largely listed as inhibitors; 360,000 tested, 4.4% active; AID 504333, 2011; also: potency is read from the fitted curve at half-maximal effect; % is scaled to controls: 0 for no effect and ±100 for the full control effect; nearly all actives have a fitted effect of over 60% in size
Target sequence (Q9UIF8 whole entry, looked up): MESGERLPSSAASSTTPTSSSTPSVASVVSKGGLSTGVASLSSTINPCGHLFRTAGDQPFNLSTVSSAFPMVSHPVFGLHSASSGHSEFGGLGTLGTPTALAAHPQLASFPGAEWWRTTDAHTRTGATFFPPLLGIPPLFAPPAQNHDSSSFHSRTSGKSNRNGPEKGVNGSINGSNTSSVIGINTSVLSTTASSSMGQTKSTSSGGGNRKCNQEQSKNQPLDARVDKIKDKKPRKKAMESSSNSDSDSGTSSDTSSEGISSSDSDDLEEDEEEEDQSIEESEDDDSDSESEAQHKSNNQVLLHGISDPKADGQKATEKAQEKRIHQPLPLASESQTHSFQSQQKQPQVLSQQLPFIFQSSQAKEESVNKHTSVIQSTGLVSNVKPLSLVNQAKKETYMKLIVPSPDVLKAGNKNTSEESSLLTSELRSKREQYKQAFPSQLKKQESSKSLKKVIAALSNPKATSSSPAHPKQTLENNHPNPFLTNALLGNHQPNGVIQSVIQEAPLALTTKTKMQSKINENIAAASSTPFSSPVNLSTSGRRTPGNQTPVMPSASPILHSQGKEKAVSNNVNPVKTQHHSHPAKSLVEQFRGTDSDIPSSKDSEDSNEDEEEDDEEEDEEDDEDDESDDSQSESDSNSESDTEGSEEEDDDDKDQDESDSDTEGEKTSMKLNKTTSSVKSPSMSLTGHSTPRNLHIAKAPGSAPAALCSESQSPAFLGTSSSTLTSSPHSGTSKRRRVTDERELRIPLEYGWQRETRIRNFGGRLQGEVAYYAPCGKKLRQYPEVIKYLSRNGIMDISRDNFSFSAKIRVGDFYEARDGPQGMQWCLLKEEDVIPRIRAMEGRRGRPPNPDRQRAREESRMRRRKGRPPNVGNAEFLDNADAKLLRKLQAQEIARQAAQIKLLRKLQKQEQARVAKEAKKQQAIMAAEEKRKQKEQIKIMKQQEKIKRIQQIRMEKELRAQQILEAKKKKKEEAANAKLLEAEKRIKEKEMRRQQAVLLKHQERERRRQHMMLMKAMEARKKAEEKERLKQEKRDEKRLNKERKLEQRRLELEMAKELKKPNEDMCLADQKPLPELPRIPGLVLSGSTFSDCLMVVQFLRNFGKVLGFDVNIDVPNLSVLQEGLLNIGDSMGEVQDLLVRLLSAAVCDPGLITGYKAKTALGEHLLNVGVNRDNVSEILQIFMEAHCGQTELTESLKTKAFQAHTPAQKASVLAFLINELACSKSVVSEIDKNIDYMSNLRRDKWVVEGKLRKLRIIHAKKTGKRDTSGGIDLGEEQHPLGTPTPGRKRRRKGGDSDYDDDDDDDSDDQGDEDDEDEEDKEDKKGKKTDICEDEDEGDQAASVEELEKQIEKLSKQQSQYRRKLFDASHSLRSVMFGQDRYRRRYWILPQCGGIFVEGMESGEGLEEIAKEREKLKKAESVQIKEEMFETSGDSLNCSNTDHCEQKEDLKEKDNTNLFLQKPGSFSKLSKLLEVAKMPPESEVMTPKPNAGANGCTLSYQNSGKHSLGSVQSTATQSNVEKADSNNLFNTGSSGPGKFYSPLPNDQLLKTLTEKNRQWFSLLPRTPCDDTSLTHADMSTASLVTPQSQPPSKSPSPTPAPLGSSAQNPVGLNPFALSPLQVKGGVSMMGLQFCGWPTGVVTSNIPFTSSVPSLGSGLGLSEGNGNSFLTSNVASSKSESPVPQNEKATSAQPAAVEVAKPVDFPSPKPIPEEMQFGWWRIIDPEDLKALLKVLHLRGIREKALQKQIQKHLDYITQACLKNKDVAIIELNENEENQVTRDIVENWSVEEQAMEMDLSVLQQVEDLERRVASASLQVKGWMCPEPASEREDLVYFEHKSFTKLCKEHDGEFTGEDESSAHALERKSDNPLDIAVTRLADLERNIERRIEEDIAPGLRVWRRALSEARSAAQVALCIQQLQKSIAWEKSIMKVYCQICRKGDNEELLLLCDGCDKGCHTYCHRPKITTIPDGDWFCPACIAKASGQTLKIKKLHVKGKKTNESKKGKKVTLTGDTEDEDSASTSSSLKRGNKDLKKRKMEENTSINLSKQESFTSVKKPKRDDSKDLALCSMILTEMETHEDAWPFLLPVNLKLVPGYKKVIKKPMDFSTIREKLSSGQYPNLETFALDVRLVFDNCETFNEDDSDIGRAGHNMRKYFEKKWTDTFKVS
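Complex of BAZ2B and biotin-H3K14Ac (50 nM apiece) forms over 30 min at RT, then faces library compounds up to 110 uM for another 30 min; AlphaScreen beads added, 20 min dark incubation, luminescence read.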
ERG Ets-DNA blk = qHTS for Small Molecule Inhibitors of the ERG Ets/DNA interaction; Transcriptional regulator ERG (Homo sapiens), P11308; Potency, µM (top dose mostly 76.9 µM), for inactives: at the highest dose FP activity, negative = inhibition, actives largely listed as inhibitors; 370,000 tested, 0.028% active; AID 624246, 2012; fluorescence polarization, His-ERG Ets domain / labelled DNA; active = well fitted inhibition curve with a large enough effect in the polarisation, with a control signal flat; inconclusive = small, poorly fitted or top-dose-only effect, or effect the other way, or a change in a side signal; inactive = no such curve, though single readings can be large or run the other way; the % refers to the polarisation;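 also: polarization taken with two DNA probes labelled with fluorescein and Texas red; potency is read from the fitted curve at half-maximal effect; % of control where 0% means no effect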
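His-tagged ERG Ets domain (1 uM in the protein solution; 300mM KCl, 50mM Tris-HCl, 1mM EDTA, 1mM DTT, pH 7.5) received compound, then a probe mix of 5 nM fluorescein-DNA and 100nM Texas-615-DNA. Fluorescence polarization was read for both dyes.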
HP1b chromo inh = HTS for Inhibitors of HP1-beta Chromodomain Interactions with Methylated Histone Tails | Chromobox protein homolog 1 (Homo sapiens), P83916 | AlphaScreen HP1-beta / biotin-H3K9me3 peptide binding | Potency, µM (top dose mostly 114 µM), inactives show at the highest dose activity change, negative = inhibition, most hits filed as inhibitors | 390,000 tested, 0.56% active | AID 540317, 2011; also: potency is read from the fitted curve at half-maximal effect; nearly all actives have a fitted effect of over 70% in size; inactives centre near 23
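AlphaScreen: HP1-beta (50 nM) preformed 30 min with biotin-H3(1-18)K9me3 peptide (50 nM) in PBS pH 7.4, 0.01% Tween-20. Compound added for 30 min at RT, then streptavidin donor/nickel chelate acceptor beads (10 ug/mL) for 30 min.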
GLS inhibitor = qHTS for Inhibitors of Glutaminase (GLS); Potency, µM (titrated, usually from 45.5 µM), for the others: at the highest dose activity change, negative = inhibition, usual class: inhibitors; GLS enzymatic activity, qHTS titration; 410,000 tested, 0.21% active; Glutaminase kidney isoform, mitochondrial (Homo sapiens), O94925; also: potency is read from the fitted curve at half-maximal effect; % is scaled to controls: 0 for no effect and ±100 for the full control effect
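Two-point fluorescence kinetic (t0, 30 min RT) for hKGA; glutamate detected via glutamate oxidase–HRP–Amplex Red. Substrate: 1 mM L-glutamine solution; buffer 45 mM KH2PO4, pH 8.2.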
PI4K2A block = qHTS for small molecular inhibitors of PI4K2A; activity change, negative = inhibition, % at 76.9 µM; 420,000 tested, 0.13% active; Phosphatidylinositol 4-kinase type 2-alpha (Homo sapiens), Q9BTU6; purified PI4K2A, ADP-Glo luminescence, 1 h; hits give low values; AID 1346378, 2018; in the data active = activity change below about -50%; inconclusive = mostly about -30% to -49%;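 also: -100% = wells without enzyme as full effect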
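Compounds are screened against recombinant PI4K2A using PI as substrate and ATP, the latter dispensed at 300 microM. Reactions run one hour at ambient temperature before ADP-Glo detection; full inhibition defined by wells lacking enzyme.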
Pin1 inh = qHTS Assay to Find Inhibitors of Pin1; 390,000 tested, 0.009% active; Potency, µM (titrated, usually from 115 µM), without a hit: top-dose activity, negative = inhibition, most hits filed as inhibitors; AID 504891, 2011; Pin1 FP peptide displacement, HiFluor488, 10 min; Peptidyl-prolyl cis-trans isomerase NIMA-interacting 1 (Homo sapiens), Q13526; active = well fitted inhibition curve with a large enough effect in the polarisation, with a control signal flat, not every such curve was filed as active; inconclusive = small, poorly fitted or top-dose-only effect, or effect the other way, or a change in a side signal; inactive = no such curve, though single readings can be large or run the other way; the % refers to the polarisation; also: potency is read from the fitted curve at half-maximal effect; % is scaled to controls: 0 for no effect and ±100 for the full control effect
G9a block = qHTS Assay for Inhibitors of Histone Lysine Methyltransferase G9a; Histone-lysine N-methyltransferase EHMT2 (Homo sapiens), Q96KQ7; G9a H3K9 monomethylation, AlphaScreen, 2 h; Potency, µM (titrated, usually from 102 µM), for inactives: top-dose activity, negative = inhibition, hits mostly inhibitors; 350,000 tested, 8.8% active; AID 504332, 2011; also: potency is read from the fitted curve at half-maximal effect; % is scaled to controls: 0 for no effect and ±100 for the full control effect; nearly all actives have a fitted effect of over 75% in size
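G9a (20 nM) preincubated 15 min RT with compounds, then 500 nM biotinylated H3K9 peptide and 20 uM SAM added; 2 h RT reaction. Monomethyl-H3K9 product detected by AlphaScreen with anti-H3K9me1 antibody, streptavidin donor and anti-rabbit IgG acceptor beads.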
JMJD2A Tudor = qHTS Assay for Inhibitors of JMJD2A-Tudor Domain; Lysine-specific demethylase 4A (Homo sapiens), O75164; AlphaScreen JMJD2A-Tudor / H3K4me3 peptide binding; Potency, µM (doses to about 114 µM), for the others: at the top dose activity change, negative = inhibition, actives largely listed as inhibitors; 390,000 tested, 4.4% active; also: potency is read from the fitted curve at half-maximal effect; % is scaled to controls: 0 for no effect and ±100 for the full control effect; nearly all actives have a fitted effect of over 50% in size
PGK inhibitor = qHTS Assay to Find Inhibitors of Phosphoglycerate Kinase | Phosphoglycerate kinase, glycosomal (Trypanosoma brucei brucei), P07378 | AID 602233, 2012 | PGK/GAPDH coupled, Kinase-Glo luminescence, 60 min | 380,000 tested, 0.043% active | Potency, µM (doses to about 57.5 µM), for the others: at the top dose activity change, negative = inhibition, hits mostly inhibitors; also: potency is read from the fitted curve at half-maximal effect; % is scaled to controls: 0 for no effect and ±100 for the full control effect; nearly all actives have a fitted effect of over 60% in size
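Recombinant glycosomal PGK reaction used 1,3-bisphosphoglycerate generated in-well by GAPDH (100nM final) in 100mM TEA pH 7.6, 5mM MgCl2, 0.01% Tween-20. After 60 minutes at room temperature, ATP was read by Kinase-Glo Plus luminescence end-point.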
* hit, by the source's call; i = inactive; ? = inconclusive; . = no result given; & = joins results of further samples; [ ] = remark or other dose. Unless noted, calls follow the shape of the dose curve; as a rule, active = well fitted curve in the direction sought with a large enough effect; inconclusive = small, poorly fitted or top-dose-only effect, or another doubt; inactive = no such curve, though single readings can be large; an effect the other way counts as inactive or inconclusive.

No.	mol	BAZ2B inh	ERG Ets-DNA blk	HP1b chromo inh	GLS inhibitor	PI4K2A block	Pin1 inh	G9a block	JMJD2A Tudor	PGK inhibitor
1	Cc1nc2cc(C(=O)N3c4ccccc4CC3C)ccc2s1 (centres undefined)	-1%	0%	9%	-4%	-3	0%	3%	1%	i
2	O=C(CN1C(=O)COc2ccc(S(=O)(=O)N3CCCCC3)cc21)NCCc1ccc(Cl)cc1	?	-1%	18%	-4%	0	1%	-3%[59 µM]	-20%	-2%
3	O=C(NCc1ccc2c(c1)OCO2)C1CCN(c2ccc(S(=O)(=O)N3CCCC3)cc2)CC1	-1%	5%	8%	3%	-3	34%[activator]	-12%[59 µM]	-19%	i
4	O=C1C(C2=NC(C(=O)O)C3C(=O)N(c4ccccc4)C(=O)C23)=C(O)c2ccccc21 (centres undefined)	-22%	-6%	2%	-1%	3	-3%	?	16µM*	-8%
5	COc1ccc(CNC(=O)c2ccc(Cn3cc(Cl)cn3)o2)cc1	-3%	-6%	-3%	2%	3	-15%	14%	-19%	i
6	CCCCNC(=O)c1cc2n(n1)CCCN(Cc1ccc(C)cc1)C2=O	0%	-5%	29%	-1%	0	-1%	13%[59 µM]	13%	-10%
7	COc1cccc(CN(C)C(=O)c2cccc(S(=O)(=O)N3CCN(Cc4ccccc4)CC3)c2)c1OC	?	-10%	15%	-9%	-6	-6%	-30%	-18%	-2%
8	CCOc1ccc(Oc2nc(NCC(C)C)nc(OC)n2)nn1	-6%	-6%	57%[activator]	-2%	-3	4%	18%[59 µM]	-11%	-6%
9	CC(=O)c1ccc(NC(=O)C(C)OC(=O)CCN=C2NS(=O)(=O)c3ccccc32)cc1 (centres undefined)	8%	1%	22%	4%	3	2%	0%[0.501 µM]	-5%	2%
10	O=C(NC1CCCCC1)N1CCc2[nH]c3ccccc3c2C1	32%[activator]	4%	42%	-11%	3	2%	-17%[59 µM]	-10%[11.4 µM]	-9%
11	O=c1c(Cl)c(N2CCN(c3ccc(F)cc3)CC2)cnn1-c1nc2ccccc2s1	-6%	4%	26%	-1%	-1	62%[activator]	23%[59 µM]	8%	3%
12	O=C(Nc1ccc(C(F)(F)F)cc1)C1CC(=O)N(c2ccc3c(c2)OCCO3)C1 (centres undefined)	?	9%	11%	11%	0	-2%	?	?	-3%
13	COc1ccc(C(=O)N(Cc2ccco2)Cc2ccco2)cc1	-30%	6%	10%	-1%	-1	0%	8%[59 µM]	-22%	-7%
14	C/C(CC1CC(COCCC(C)C)OC1=O)=N\NC(N)=S (centres undefined)	?	2%	22%	2%	1	-1%	7%[0.501 µM]	?	-3%
15	Cc1ccc(C(C)C)cc2c(C)ccc1-2	.	10%	22µM*	20%&-24%	-4&0	-4%	13µM*	28µM*	-4%

(list continues)
No.	mol	BAZ2B inh	ERG Ets-DNA blk	HP1b chromo inh	GLS inhibitor	PI4K2A block	Pin1 inh	G9a block	JMJD2A Tudor	PGK inhibitor
16	CC1CCN(c2ccc(C(=O)N3CCOCC3)cc2[N+](=O)[O-])CC1	-8%	-10%	25%	-6%	-8	2%	21%	-2%	-6%
17	CN(C)c1ccc(-c2noc(C3CC(=O)N(c4ccc5c(c4)OCCO5)C3)n2)cc1 (centres undefined)	-15%	1%	20%	5%	-1	8%	-4%[59 µM]	-21%	-1%
18	CCOc1ccc(C(=O)Nc2ccc3nc(SCC(=O)N4CCCC4)sc3c2)cc1	-8%	3%	28%	-13%	2	1%	2%[59 µM]	-3%	6%
19	Cc1cccc(NC(=O)c2ccco2)c1C(=O)O	-1%	-8%	55%[activator]	-11%	-6	-3%	-10%	-11%	-9%
20	COc1cccc(C(=O)COc2cccc(NC(=O)c3cccc([N+](=O)[O-])c3)c2)c1	0%	-2%	4%	13%	1	6%	-39%[59 µM]	-12%	7%
21	Cc1cccc(-n2c(=O)c3c4c(sc3n3cnnc23)CCCC4)c1	-10%	-2%	26%	-8%	3	-5%	-35%[59 µM]	-15%	-2%
22	COc1ccc(S(=O)(=O)N2CCc3ccccc32)cc1C(=O)N1CCC(C)CC1	.	14%	33%	-7%	6	-3%	.	-15%	-8%
23	Nc1ccc2c(c1)ncn2CCCn1cnc2cc(N)ccc21	79µM*	.	22%	3%	-12	?	-29%[59 µM]	45µM*	-5%[11.5 µM]
24	CC1(c2ccccc2Cl)NC(=O)N(CC(=O)Nc2cccnc2Cl)C1=O (centres undefined)	3%	-13%	27%	-13%	3	-7%	-25%	1%	-9%
25	C/C(=N\NC(=O)c1c(Cl)c(C)nn1C)c1cccc(NC(=O)C2CCCC2)c1	?	2%	31%	21%	0	2%	15%	-3%	-4%
26	COc1cccc(/C=C2/SC(=S)N(CCC(=O)N3CCOCC3)C2=O)c1	1%	25%	-5%	0%	-2	5%	?	56µM*	7%
27	COc1ccc(Cl)cc1C(=O)NC(C)C	-4%	10%	18%	7%	2	5%	19%	-5%	-10%
28	O=C(COC(=O)c1cccc(NC(=O)c2ccc(Br)cc2)c1)c1ccc(Cl)cc1	0%	-2%	28%	-3%	2	34%[activator]	5%[59 µM]	2%	3%
29	Cc1ccc(C(=O)NCC2CCCO2)cc1N1CCCC1=O (centres undefined)	-1%	-1%	-7%	38%[activator]	-2	-1%	.	-11%[11.4 µM]	4%
30	CC(=O)OCC(=O)C1(O)CCC2C3CCC4=CC(=O)C=CC4(C)C3C(O)CC21C (centres undefined)	-10%	-3%	15%	1%	-3	-2%	25%[59 µM]	-18%	i

Part of the list above, set out differently.
#21 Cc1cccc(-n2c(=O)c3c4c(sc3n3cnnc23)CCCC4)c1
#22 COc1ccc(S(=O)(=O)N2CCc3ccccc32)cc1C(=O)N1CCC(C)CC1
#23 Nc1ccc2c(c1)ncn2CCCn1cnc2cc(N)ccc21
#24 CC1(c2ccccc2Cl)NC(=O)N(CC(=O)Nc2cccnc2Cl)C1=O (centres undefined)
#25 C/C(=N\NC(=O)c1c(Cl)c(C)nn1C)c1cccc(NC(=O)C2CCCC2)c1
#26 COc1cccc(/C=C2/SC(=S)N(CCC(=O)N3CCOCC3)C2=O)c1

| Compound | 21 | 22 | 23 | 24 | 25 | 26 |
| --- | --- | --- | --- | --- | --- | --- |
| BAZ2B inh | -10% | . | 79µM* | 3% | ? | 1% |
| ERG Ets-DNA blk | -2% | 14% | . | -13% | 2% | 25% |
| HP1b chromo inh | 26% | 33% | 22% | 27% | 31% | -5% |
| GLS inhibitor | -8% | -7% | 3% | -13% | 21% | 0% |
| PI4K2A block | 3 | 6 | -12 | 3 | 0 | -2 |
| Pin1 inh | -5% | -3% | ? | -7% | 2% | 5% |
| G9a block | -35%[59 µM] | . | -29%[59 µM] | -25% | 15% | ? |
| JMJD2A Tudor | -15% | -15% | 45µM* | 1% | -3% | 56µM* |
| PGK inhibitor | -2% | -8% | -5%[11.5 µM] | -9% | -4% | 7% |

New compounds follow
No.	mol	BAZ2B inh	ERG Ets-DNA blk	HP1b chromo inh	GLS inhibitor	PI4K2A block	Pin1 inh	G9a block	JMJD2A Tudor	PGK inhibitor
31	CCN(c1ccccc1)S(=O)(=O)c1nnc(NC(=O)COc2ccc(OC)cc2)s1	13%	0%	34%	6%	-8	1%	2%[59 µM]	-18%	15%
32	O=C(NCCCc1ccccc1)c1cccc([N+](=O)[O-])c1	-23%	-3%	1%	2%	-2	-9%	0%	-15%	-6%
33	Cc1cc(-c2nnc(CCC(=O)N3CCN(Cc4cccnc4)CC3)o2)c(C)o1	-19%	-13%	22%	6%	-1	-10%	11%	-4%	-3%
34	COc1ccc(Cc2nnc(NC(=O)Nc3ccc(F)cc3)s2)cc1OC	-6%	-3%	21%	-10%	-2	11%	-8%	?	.
35	CC(=O)N(c1ccc2oc(=O)sc2c1)S(=O)(=O)c1ccccc1	?	2%	5%	4%	7	-4%	25µM*	-2%[11.4 µM]	-8%
36	CC(C)c1ccc(C2NC(=O)c3c(sc4c3CCN(C)C4)N2)cc1 (centres undefined)	-2%	1%	16%	16µM*	-1	?	?	-21%	-10%
37	COc1ccc(C(=O)O/N=C(\C)c2cnccn2)cc1	-18%	-5%	17%	1%	-4	1%	-9%	-1%	2%
38	Cc1cccc(Nc2nc(NCCO)nc(N3CCCC3)n2)c1	.	.	7%	0%	-3	-3%	.	-21%	-9%
39	CCOC(=O)c1c(S(=O)(=O)N2CCC(C(=O)Nc3ccc(C)cn3)CC2)c(C)n(C)c1C	-3%	0%	13%	-3%	-1	-10%	-37%[59 µM]	-12%	5%
40	COC(=O)CSc1nnc(SCc2ccccc2)s1	66%[activator]	.	76%[activator]	-3%	1	-13%	52%[activator]	42%[activator]	-6%

This is a random part of the collection; 11% or so of the library scored in one or more.
